# mIAP act = activators of mouse IAP, primary screen, biochemical, luminescence, uHTS | muIAP, CDP-Star luminescence, 30 min; hits give high values; 1 = vehicle-only enzyme signal, 0 = enzyme-free wells | activation factor at 10 µM | hit rate 0.24% among 330,000 | AID 2805, 2010;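 active means activation factor of at least 2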; further: the source names both 10 and 20 µM as test concentration; values of inactives mirror those of a sister screen read the other way
#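 Assay system: mouse IAP enzyme / Compound: DMSO-dissolved test compounds / Timing: 30 min, room temperature / Measured by: luminescence from enzymatic CDP-Star hydrolysis / Control set: DMSO-only wells, enzyme-free buffer wells as negative control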
# NALP3 yeast inh = NALP3 inflammasome inhibitors in reconstituted yeast, primary screen, luminescence, uHTS; hit rate 0.39% among 330,000; inhibition, % at 10 µM; AID 2825, 2010; Yeast reconstituted NLRP3/ASC/caspase-1, beta-gal luminescence, 24 h;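 active means inhibition of 50% or more; inactive means inhibition below 50%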;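 further: plate controls were induced DMSO wells for no effect and uninduced yeast grown without galactose for full effect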
# tim10-1 inh = growth inhibitors of tim10-1 mutant yeast, primary screen, luminescence, uHTS. S. cerevisiae tim10-1 ts strain growth, BacTiter-Glo, 24 h. AID 463190, 2010. hit rate 2.2% among 330,000. inhibition, % at 20 µM;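 active means inhibition of at least 40%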;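 further: mutant grown at 25 °C; 0% = DMSO wells with yeast and 100% = wells holding no yeast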
# beta cell repl = inducers of MIN6 beta-cell proliferation, primary screen, ATP luminescence, uHTS. MIN6 cells proliferation, ATPlite luminescence, 48 h; cells starved in 0.2% serum; 100% = growth in 10% serum. proliferation, % at 10 µM. hit rate 0.29% among 330,000. AID 2380, 2010;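 active means compounds whose signal lies at least 3.5 SD above the mean of all wells on their plate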;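 further: 0% = DMSO-treated cells in low-serum medium and 100% = 10% serum control; some compounds called inactive have numbers as strong as hits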
# mIAP block = inhibitors of mouse IAP, primary screen, biochemical, luminescence, uHTS; intestinal alkaline phosphatase [Mus musculus]; purified mouse IAP, CDP-Star luminescence, 30 min; inhibition, % at 10 µM; hit rate 0.2% among 330,000;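 active means inhibition of at least 40% at 10 µM in the primary screen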;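 further: plate controls were DMSO with enzyme for no effect and no enzyme wells for full effect; values of inactives mirror those of a sister screen read the other way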
# A3A deaminase = APOBEC3A ssDNA deaminase inhibitors, primary screen, selectivity assay for APOBEC3G inhibitor project, biochemical, FAM/TAMRA oligo cleavage fluorescence. inhibition, % at 20 µM. recombinant A3A, FAM/TAMRA ssDNA deamination fluorescence. DNA dC->dU-editing enzyme APOBEC-3A (Homo sapiens), P31941. hit rate 0.41% among 330,000. AID 493011, 2011;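 active means at least 40% inhibition at 20 µM here, with at most 30% in a related deaminase screen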;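 further: plate controls were A3A with DMSO for no effect and wells lacking A3A enzyme for full effect; some results filed as inactive read as strong as hits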
# Target sequence (P31941 whole entry, looked up): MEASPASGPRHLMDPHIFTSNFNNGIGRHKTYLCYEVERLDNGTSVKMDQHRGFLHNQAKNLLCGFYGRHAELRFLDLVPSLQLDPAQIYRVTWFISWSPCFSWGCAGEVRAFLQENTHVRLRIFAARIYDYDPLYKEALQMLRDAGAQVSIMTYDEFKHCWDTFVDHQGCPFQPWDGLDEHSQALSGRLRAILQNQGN
# TIM10 inh = growth inhibitors of isogenic TIM10 control yeast, primary screen, counter-screen for tim10-1 yeast inhibitor project, luminescence, uHTS. inhibition, % at 10 µM. hit rate 1.4% among 330,000. S. cerevisiae TIM10 strain growth, BacTiter-Glo luminescence, 24 h. AID 463195, 2010;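 active means inhibition of 40% or more at the single tested concentration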;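 further: wild-type TIM10 isogenic control strain grown at permissive 25 °C; 0% = DMSO yeast wells and 100% = minimal medium wells without yeast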
# hIAP block = human IAP inhibitors, primary screen, biochemical, luminescence, uHTS; hit rate 0.12% among 330,000; Intestinal-type alkaline phosphatase (Homo sapiens), P09923; purified IAP, CDP-Star luminescence, 30 min; inhibition, % at 10 µM;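 active means inhibition reaching a set limit with compound at 10 µM in the primary screen, cut at about 35% in these data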;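 further: plate controls were DMSO wells with enzyme for no effect and no-enzyme buffer wells for full effect; values of inactives mirror those of a sister screen read the other way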
# Target sequence (P09923 whole entry, looked up): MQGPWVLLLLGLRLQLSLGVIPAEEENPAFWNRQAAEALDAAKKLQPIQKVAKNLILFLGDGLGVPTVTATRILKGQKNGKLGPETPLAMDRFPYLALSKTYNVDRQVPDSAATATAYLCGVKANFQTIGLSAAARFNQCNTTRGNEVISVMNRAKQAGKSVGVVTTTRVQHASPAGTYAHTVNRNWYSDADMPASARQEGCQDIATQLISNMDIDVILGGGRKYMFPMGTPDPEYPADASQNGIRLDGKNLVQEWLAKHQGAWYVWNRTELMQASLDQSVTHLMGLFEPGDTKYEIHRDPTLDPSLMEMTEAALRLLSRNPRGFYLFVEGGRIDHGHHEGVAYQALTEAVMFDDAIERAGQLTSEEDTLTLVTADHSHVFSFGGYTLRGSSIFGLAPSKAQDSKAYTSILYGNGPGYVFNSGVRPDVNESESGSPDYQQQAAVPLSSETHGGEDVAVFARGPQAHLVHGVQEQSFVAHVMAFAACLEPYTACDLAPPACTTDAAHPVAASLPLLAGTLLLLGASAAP
# A3G deaminase = APOBEC3G DNA deaminase inhibitors, primary screen, biochemical, fluorescence, single-stranded DNA substrate, uHTS; DNA dC->dU-editing enzyme APOBEC-3G (Homo sapiens), Q9HC16; recombinant A3G, ssDNA deamination FAM/TAMRA fluorescence; inhibition, % at 20 µM; hit rate 0.28% among 330,000;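 active means inhibition of at least 40% at 20 µM, with no more than 30% in the related APOBEC3A deaminase screen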;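 further: plate controls were DMSO wells with A3G for no effect and wells lacking A3G enzyme for full effect; some compounds called inactive have numbers as strong as hits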
# Target sequence (Q9HC16 whole entry, looked up): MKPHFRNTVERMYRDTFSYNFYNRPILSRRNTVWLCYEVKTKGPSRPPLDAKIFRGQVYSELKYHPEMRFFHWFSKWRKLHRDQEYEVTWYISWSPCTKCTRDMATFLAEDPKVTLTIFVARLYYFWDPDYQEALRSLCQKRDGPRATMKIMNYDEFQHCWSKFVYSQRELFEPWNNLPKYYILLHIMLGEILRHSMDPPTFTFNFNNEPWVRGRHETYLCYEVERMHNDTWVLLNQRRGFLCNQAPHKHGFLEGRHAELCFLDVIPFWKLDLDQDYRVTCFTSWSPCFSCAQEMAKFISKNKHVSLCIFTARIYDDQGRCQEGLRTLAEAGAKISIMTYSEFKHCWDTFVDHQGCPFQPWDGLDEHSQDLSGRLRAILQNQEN
# * marks the source's active call; other numbers are inactive results; / = not tested or not shown.
SMILES,mIAP act,NALP3 yeast inh,tim10-1 inh,beta cell repl,mIAP block,A3A deaminase,TIM10 inh,hIAP block,A3G deaminase
COc1cc(OC)cc(C(=O)O/N=C(\N)c2ccccn2)c1,1.1,24,3,-2,-12,-2,1,-17,3
CCn1c2ccccc2c2nnc(SCC(=O)NC3CCS(=O)(=O)C3)nc21 (stereo not given),0.96,8,-3,-1,4,-2,11,-5,-9
N#Cc1ccsc1NC(=O)c1cnccn1,1,-8,20,1,-5,1,7,-2,0
O=C1CC[C@@H](CN(Cc2ccccn2)Cc2nc(-c3ccc(C(F)(F)F)cc3)no2)N1,0.97,-7,15,0,3,2,15,-10,0
CCOC(=O)c1ccc(NC(=O)C2CCCN(c3cnccn3)C2)cc1 (stereo not given),0.94,10,-83,-1,6,2,-55,23,-2
CC(=O)Nc1ccc(NC(=O)C/C(C)=N/NC(=O)C(=O)N2CCCC2)cc1,1,6,1,1,-2,-3,-10,-24,-4
O=C(Nc1cccc(-c2nc3ccccc3s2)c1)c1cc(-n2cnnc2)ccc1Cl,0.91,14,13,-4,9,-2,0,10,-3
CN1C(=S)N2CCCN2C1c1ccccc1 (stereo not given),0.97,9,-21,-2,3,2,-1,10,0
Cc1c(/C=N/NC(=O)c2cc(C(C)(C)C)[nH]n2)c2ccccc2n1C,0.92,0,8,-3,8,-4,8,-19,-7
COc1ccc(N2Cc3ccccc3C2=NC(=O)c2ccc(C)cc2)cc1OC,1.1,4,25,1,-12,-9,7,13,-1
NNC(=O)/C(=N/Nc1ccccc1)S(=O)(=O)c1ccc(Cl)cc1,0.91,15,56*,-5,9,3,17,-20,-7
Cc1ccc(NC(=O)c2cnccn2)c(C)c1,1.1,16,-15,1,-6,3,-2,14,-6
O=C(O)/C=C/C(=O)Nc1nc(-c2ccc3ccccc3c2)cs1,0.99,2,15,1,1,-4,19,7,-6
Cc1cc(C)cc(C(=O)NCc2ccc3c(c2)OCO3)c1,0.96,-4,8,-1,4,-4,7,10,-8
COC(C(=O)Nc1ccc(S(=O)(=O)Nc2ccc(F)cc2)cc1)c1ccccc1 (stereo not given),0.97,13,7,1,3,-1,12,9,-3
COC(=O)c1cc(Br)c(=O)n(-c2ccccc2OC)c1,1,4,-16,1,0,-3,0,10,-11
COCCNC(=O)Cn1cc(/C=C(\C#N)C(=O)NC2CC2)c2ccccc21,0.98,7,-7,-3,2,-2,9,9,-10
Cc1cc(-c2csc(N)n2)c(C)n1CCC(C)C,0.82,4,14,-5,18,6,10,-3,40*
CCn1c(C)c(C(=O)O)c2cc(OC)c3ccccc3c21,0.97,14,13,-4,3,-1,7,-14,-5
Cc1cccc(OCC(=O)NCC(=O)N/N=C/c2cc(Br)ccc2OCc2ccccc2)c1,0.9,2,25,-5,10,-1,17,9,-6
CCN1CCN(C(=O)C2c3cc(OC)c(OC)cc3C(=O)N3CCc4ccccc4C23)CC1 (stereo not given),0.94,9,3,-4,6,-1,-10,3,-1
CNCC(=O)N(CC(C)C)c1c(N)n(CC(C)C)c(=O)[nH]c1=O,1.3,3,-7,-3,-33,-9,-11,5,-1
COC(=O)CSc1nc2ccccc2nc1SCC(=O)OC,0.94,11,33,-2,6,-2,33,11,-8
Cc1cccc(Nc2nc(C)cc(C)n2)c1,0.94,26,-13,3,6,-4,-15,4,-8
COC(=O)C1CC(=O)N(c2ccc(C)cc2)C1 (stereo not given),1,3,2,-3,-3,0,-8,4,-2
COc1ccc(NC2CCCN(C(=O)c3cccc(C(F)(F)F)c3)C2)cc1OC (stereo not given),1.1,17,12,-3,-8,-2,8,-26,0
C/C(=N\Nc1cccc([N+](=O)[O-])c1)c1cc(F)ccc1O,0.98,-3,25,-6,2,2,18,15,-2
Cc1cc(C)n(-c2ccc(C(=O)Nc3nc4ccccc4s3)cc2)n1,0.94,-6,-10,5,6,-12,0,-4,-5
CC1CN(C(=O)c2ccc(NS(=O)(=O)c3ccc(C(C)(C)C)cc3)cc2)CC(C)O1 (stereo not given),0.96,18,5,-3,4,0,6,-12,-3
COc1ccc(-n2nc(C#N)c(Cl)cc2=O)cc1,0.97,-41,47*,-5,3,-6,31,5,-9

# Single values from the list.
# Under hIAP block, Cc1cccc(Nc2nc(C)cc(C)n2)c1 reads 4
# Under NALP3 yeast inh, C/C(=N\Nc1cccc([N+](=O)[O-])c1)c1cc(F)ccc1O reads -3
# Under NALP3 yeast inh, COC(=O)CSc1nc2ccccc2nc1SCC(=O)OC reads 11
# Under A3G deaminase, COc1ccc(-n2nc(C#N)c(Cl)cc2=O)cc1 reads -9

# (continued)
SMILES,mIAP act,NALP3 yeast inh,tim10-1 inh,beta cell repl,mIAP block,A3A deaminase,TIM10 inh,hIAP block,A3G deaminase
Cc1ccc(C(=O)Nn2c(C)nc3ccccc3c2=O)cc1C,1,1,4,3,-3,5,16,-8,-8
Cc1cccc2cc(CN(Cc3ccco3)S(=O)(=O)c3ccc4c(c3)OCCO4)c(=O)[nH]c12,0.98,-6,38,-2,2,2,25,5,0
Cc1ccc2ncnc(NCCCN3CCOCC3)c2c1,0.81,7,-29,-1,20,-4,-32,-22,-5
CCCOc1ccc(-c2nc(SCc3ccccc3)[nH]c(=O)c2C#N)cc1OC,0.9,-6,-10,-6,10,-5,19,10,-5
Cc1ccc(Sc2ncccc2O)cc1,1.1,15,7,-1,-6,-2,11,1,-8
CCc1ccc(NC(=O)[C@H](C)NC(=O)C2CCN(C(=O)[C@@H](N)Cc3ccccc3)CC2)cc1,1.3,4,6,4,-33,-4,2,7,-5
Nn1c(SCC(=O)N2CCOCC2)nnc1-c1ccccc1Cl,0.98,0,9,-2,2,-5,-4,3,-4
O=C(NCc1cccc(CNC(=O)c2ccco2)c1)c1ccco1,0.99,15,11,-3,1,-4,-24,8,-4
CCN(CC)S(=O)(=O)c1ccc(OC)c(-n2cnnn2)c1,1.1,10,2,-2,-6,1,-5,-7,-1
CCCCOc1cccc(C(=O)N(Cc2ccco2)C2CCS(=O)(=O)C2)c1 (stereo not given),0.96,19,20,-2,4,-1,12,7,-5
O=C(COC(=O)c1ccc(S(=O)(=O)N2CCc3ccccc3C2)cc1)NC(=O)NCc1ccco1,0.86,9,1,0,14,2,-8,-12,2
CCOC(=O)c1cnn2c(C(F)(F)F)cc(-c3ccccc3)nc12,0.9,11,16,-2,10,-5,16,-13,-10
COc1ccc(-c2cc(C(F)F)nc(-n3nc(C)cc3C)n2)cc1,0.96,30,42*,1,4,-5,52*,9,-6
CC1CCCN(C(C(=O)Nc2ccc(C(C)C)cc2)c2ccc3c(c2)OCO3)C1 (stereo not given),2.2*,12,19,-6,-125,-2,11,18,-7
CC(C)NC(=O)Nc1ccc2c(c1)C(=O)N([C@H](C)CO)C[C@H](C)[C@@H](CN(C)S(=O)(=O)c1cccs1)O2,1.4,14,6,-1,-42,-2,4,2,9
COC(=O)c1ccc(Cn2nc(C(F)(F)F)cc2C)cc1,0.82,-1,17,0,18,0,10,6,-4
CCCCN1C(=O)C(=Nc2cccc3cnccc23)c2ccccc21,0.85,3,45*,-3,15,-4,42*,10,-11
Cc1nn(-c2cc(N3CCOCC3)ccc2[N+](=O)[O-])c(=O)c2ccccc12,0.87,14,20,-2,13,0,18,14,0
CC(C)CNCC1OCc2ccccc2CO1,1.1,-7,-11,2,-12,-5,-9,-14,-6
Cc1ccc(C(=O)O/N=C/c2c(Cl)n(C)c3ccccc23)cc1,0.98,12,3,-1,2,-1,8,-31,0
O=C(N/N=C/c1ccco1)c1cccc(N2CCCC2=O)c1,1.1,-7,7,-3,-7,5,5,-16,-1
CCC1(C)Cc2ccccc2-c2nc3n(c(=O)c21)CCCCC3 (stereo not given),0.96,-29,22,2,4,6,14,21,-7
COc1cccc(-c2nc(CS(=O)(=O)CC(=O)Nc3cccc(C(C)=O)c3)c(C)o2)c1,0.91,14,-6,2,10,-3,6,-10,3
CC(=O)Nc1ccc(Nc2ccc([N+](=O)[O-])cn2)cc1,0.92,25,-6,-1,8,0,1,-4,1
CN(CC1COc2ccccc2O1)C(=S)NC1CCCCC1 (stereo not given),1.1,7,21,-2,-9,-2,24,12,-2
C=CCNC(=S)NS(=O)(=O)c1cccs1,0.99,15,10,-4,1,-1,10,2,-3
CC1=CC(C)C(C(=O)O)C(C(=O)O)C1 (stereo not given),0.95,-4,0,-1,5,1,5,6,-5
CCOC(=O)c1c(NC(=O)CSc2nc3ccccc3[nH]2)sc2c1CC(C)(C)NC2(C)C,0.9,-5,1,-7,10,-1,-5,-13,-11
COc1cc(C2CC(=O)Oc3cc(C)cc(C)c32)cc(OC)c1OC (stereo not given),0.97,/,10,/,3,-3,-14,/,0
CC12CC3CC(C)(C1)CC(C(=O)NC1=NCCS1)(C3)C2,0.95,9,46*,-2,5,-2,49*,1,-6

# An excerpt from above in order of the mIAP block value, rising.
compound | mIAP block
Cc1ccc(C(=O)O/N=C/c2c(Cl)n(C)c3ccccc23)cc1 | 2
COc1cc(C2CC(=O)Oc3cc(C)cc(C)c32)cc(OC)c1OC (stereo not given) | 3
CC12CC3CC(C)(C1)CC(C(=O)NC1=NCCS1)(C3)C2 | 5

# Next part.
SMILES,mIAP act,NALP3 yeast inh,tim10-1 inh,beta cell repl,mIAP block,A3A deaminase,TIM10 inh,hIAP block,A3G deaminase
CN(C)S(=O)(=O)c1cccc(NC(=O)COC(=O)CNC(=O)c2ccccc2F)c1,0.99,-2,8,-1,1,1,1,17,-6
COC(=O)c1scc(S(C)(=O)=O)c1-n1cccc1,1,-6,-22,0,-1,-2,-12,9,-7
CC1(C)CC(NS(=O)(=O)c2ccccc2)CC(C)(C)N1,0.98,1,9,-1,2,0,-2,-6,2
Cc1noc(/C=C/N(C)C)c1S(=O)(=O)N(C)Cc1ccc(F)cc1,1.1,18,19,-8,-6,-5,21,3,3
COc1ccccc1CNC(=O)C1CCCN(S(=O)(=O)c2cnc[nH]2)C1 (stereo not given),0.98,-3,-3,0,2,2,0,12,4
Cc1nn(-c2ccccc2)c(C)c1N,1,20,-4,-3,0,-6,-5,0,-16
COc1ccc(C(=O)Nc2ccc(S(=O)(=O)N3CCN(C)CC3)cc2)cc1[N+](=O)[O-],0.94,21,2,-1,6,-4,-1,7,-8
Cc1noc(C)c1S(=O)(=O)N(CC(=O)NCc1ccc(F)cc1)c1ccc(C(C)C)cc1,1.2,14,18,-3,-17,3,20,-21,-1
CCCn1c(N)c(N(CCOC)C(=O)c2ccc(-c3ccccc3)cc2)c(=O)[nH]c1=O,0.95,3,3,2,5,-4,3,14,-9
Cn1c(C(=O)NCc2ccc3c(c2)OCO3)cc2sccc21,1,5,29,-2,-5,6,12,5,-4
COc1cccc(CNC(=O)C2CCCN(c3cnccn3)C2)c1 (stereo not given),1.1,8,4,0,-6,1,10,-5,7
CN(C)Cc1ccccc1Sc1ccccc1Br,1.1,20,-4,0,-7,3,6,-4,2
NC(N)=NS(=O)(=O)c1ccc(NC(=S)Nc2ccc(F)cc2)cc1,1.1,12,7,0,-6,-2,-7,-6,-2
